Screens from PubChem BioAssay.
IL1B secr inh = inflammasome signaling inhibition, IL-1 beta readout; THP-1 LPS/ATP IL-1B secretion, AlphaLISA, 16 h; active compounds read low; activity change, % at 57.5 µM; AID 743279; 360,000 compounds, 4.7% hits; in the data active = activity change below about -50%; inconclusive = mostly about -30% to -49%; note: % is set by controls: 0 for no effect and ±100 for the full control effect
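Secreted IL-1B measured by AlphaLISA bead assay after 16 h compound exposure of THP-1 cells; compounds (final up to 57.5 uM) added 1 h before LPS (250 ng/mL) and ATP (1.25 mM) stimulation; lower signal means less secretion.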
HT1080NT lethal = kills 2HG-producing HT-1080-NT fibrosarcoma cells; AID 686970; Potency, µM (highest dose often 46.1 µM), without a hit: top-dose activity, negative = less viability, actives largely listed as cytotoxic; HT-1080-NT fibrosarcoma viability, CellTiter-Glo ATP luminescence, 48 h; 360,000 compounds, 1.6% hits;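 note: NT is the 2HG producing partner of a matched IDH1 knockdown line; potency is the fitted concentration of half-maximal effect; 0% = DMSO-treated cells and -100% = media-only wells without cells; nearly all actives have a fitted effect of over 55% in size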
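Viability of the 2HG-overproducing fibrosarcoma line after 48 hours of compound exposure at 37 degrees C was determined by luminescence with CellTiter-Glo, and concentration-effect curves were then fitted and categorized.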
SW480 rereplic = DNA re-replication induction in SW480 cells; SW480 DNA re-replication, Hoechst DNA content imaging, 48 h; Potency, µM (titrated, usually from 46.1 µM), for inactives: top-dose re-replication activation, hits mostly activators; 340,000 compounds, 1.8% hits; AID 624297; note: potency is the fitted concentration of half-maximal effect; % of control where 0% means no effect; nearly all actives have a fitted effect of over 55% in size
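Per well, 250 cells were exposed to pinned compound for 48 hr. Nuclear DNA was visualised with Hoechst (40 min, 37 C) and total object intensity recorded by fluorescence scanning.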
MCF10A rerep = induces DNA re-replication in MCF 10a normal breast cells; MCF 10A DNA re-replication, Hoechst nuclear intensity, 48 h; Potency, µM (top dose mostly 46.1 µM), for inactives: top-dose activity, positive = re-replication, hits mostly activators; 350,000 compounds, 2.9% hits; AID 624296; note: potency is the fitted concentration of half-maximal effect; % of control where 0% means no effect; nearly all actives have a fitted effect of over 50% in size
HEK293 tox = cytotoxic in the GLP-1 receptor inverse agonist counter-screen. HEK293 cAMP-luciferase reporter cells, luminescence, 24 h. Potency, µM (top dose mostly 38.3 µM), for inactives: at the highest dose activity change, negative = inhibition, most hits filed as inhibitors. 410,000 compounds, 0.13% hits. AID 624418;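 note: loss of luciferase light is scored as toxicity; potency is the fitted concentration of half-maximal effect; % is set by controls: 0 for no effect and ±100 for the full control effect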
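1536-well qHTS counterscreen of the MLSMR; 200 cells/uL, 12 h pre-incubation, 23 nL cpd, 24 h at 37 deg C 5% CO2, luciferase detection reagent, 12 min RT, luminescence. Inhibition = undesired.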
KB-3-1 cytotox = kills parental KB-3-1 adenocarcinoma cells; AID 1347075; Potency, µM (doses to about 46.1 µM), for inactives: at the top dose activity change, negative = cytotoxic, most hits filed as cytotoxic; KB-3-1 viability, CellTiter-Glo ATP luminescence, 72 h; 400,000 compounds, 1.4% hits; note: potency is the fitted concentration of half-maximal effect; % is set by controls: 0 for no effect and ±100 for the full control effect; nearly all actives have a fitted effect of over 60% in size
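Cytotoxicity in the drug-sensitive parental line KB-3-1 was scored as loss of CellTiter-Glo luminescence following 72 h incubation with compound. Values come from curve fitting of normalized concentration-response data.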
KB-V1 cytotox = KB-V1 MDR subline cytotoxicity. KB-V1 MDR cells viability, CellTiter-Glo, 72 h. Potency, µM (series often up to 46.1 µM), without a hit: at the top dose activity change, negative = cytotoxicity, actives largely listed as cytotoxic. 400,000 compounds, 3.4% hits; note: potency is the fitted concentration of half-maximal effect; % is set by controls: 0 for no effect and ±100 for the full control effect; nearly all actives have a fitted effect of over 60% in size
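Cytotoxicity via CellTiter-Glo luminescence after 72 h compound exposure at 37 degrees C. Cells: drug-selected KB-V1 line, DMEM phenol-red free plus 10% FBS. Compounds tested at multiple concentrations; normalized data fitted to concentration-effect curves.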
DRD3 agonist = activates the human D3 dopamine receptor; P35462; D3R DiscoveRx beta-arrestin cells, luminescence, 90 min; max activation, %; 410,000 compounds, 0.58% hits; AID 652048; in the data active = max activation above about 30%; note: 0% is about no effect; mostly tested at two doses, the higher about 12 µM
Target sequence (P35462 whole entry, looked up): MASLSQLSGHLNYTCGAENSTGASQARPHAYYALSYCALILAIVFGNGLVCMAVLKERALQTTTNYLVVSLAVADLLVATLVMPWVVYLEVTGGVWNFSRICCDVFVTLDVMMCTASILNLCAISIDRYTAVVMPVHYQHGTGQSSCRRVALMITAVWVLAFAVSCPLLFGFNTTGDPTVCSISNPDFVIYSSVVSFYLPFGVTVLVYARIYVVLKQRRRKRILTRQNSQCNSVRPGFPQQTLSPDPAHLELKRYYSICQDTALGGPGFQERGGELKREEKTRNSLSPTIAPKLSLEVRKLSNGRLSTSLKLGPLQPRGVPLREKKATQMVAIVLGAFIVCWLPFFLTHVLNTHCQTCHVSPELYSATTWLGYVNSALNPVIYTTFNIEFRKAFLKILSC
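Cells at 1500/well, incubated overnight, then treated with pinned compounds (dopamine as control) for 90 min at 37 degrees C. DiscoveRx reagent added for 30 - 60 minutes at room temperature; luminescence read.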
HT1080 IDH1KD tx = HT-1080 IDH1 knockdown cell toxicity (counter line) | HT-1080 IDH1 knockdown viability, ATP luminescence, 48 h | Potency, µM (highest dose often 46.1 µM), without a hit: at the highest dose activity, negative = toxicity, usual class: cytotoxic | 360,000 compounds, 2% hits | AID 686971;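 note: potency is the fitted concentration of half-maximal effect; 0% = DMSO wells and -100% = cell-free medium wells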
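Cytotoxicity counter-line: IDH1KD HT-1080, 48 h, CellTiter-Glo. Curves classed by r2, magnitude and activity.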
* marks the source's active call; other numbers are inactive results; ? = inconclusive; . = not tested or not shown; & = joins results of further samples; [ ] = dose if it differs, or a comment. Unless noted, calls come from the whole dose curve; as a rule, active = well fitted curve in the direction sought with a large enough effect; inconclusive = small, poorly fitted or top-dose-only effect, or another doubt; inactive = no such curve, though single readings can be large; an effect the other way counts as inactive or inconclusive.

SMILES	IL1B secr inh	HT1080NT lethal	SW480 rereplic	MCF10A rerep	HEK293 tox	KB-3-1 cytotox	KB-V1 cytotox	DRD3 agonist	HT1080 IDH1KD tx
COc1ccc(/C=C(\C#N)C(=O)OCC(=O)N2CC(C)OC(C)C2)cc1 (configuration not stated)	-12	18%	-3%	-2%	-10%	-2%	0%	8	0%
CCCC(=O)Nc1ccc(C(=O)COC(=O)C2CC2)cc1	-9	-1%	-2%	-9%	4%	-5%	12%	-4	-6%
CCN1CCN(S(=O)(=O)c2ccc(Cl)c(C(=O)N(C)Cc3ccc(C(C)(C)C)cc3)c2)CC1	-1	?	-4%	23%	5%	?	-19%	-22	?
CCC(=O)N1CCN(c2ccc(NC(=O)COc3ccccc3[N+](=O)[O-])cc2)CC1	?	-5%	-8%	0%	-24%	?	?	0	-10%
CC1(C)CC(=O)c2cnc(NC(=O)c3ccco3)nc2C1	6	23%	2%	-1%	-14%	4%	29%	3	23%
CN(CCCS(=O)(=O)[O-])c1ccc(/C=C/c2ccc3ccccc3[n+]2C)cc1	10	1%	-5%	-2%	-10%	?	-1%	4	-3%
Cc1ccc(N(CCC#N)C(=O)COC(=O)c2cc(C)oc2C)cc1	-13	-1%	-8%	0%	-14%	6%	-26%	5	18%
CCCc1[nH]nc2c1C(CCC)C(C#N)=C(N)O2 (configuration not stated)	4	11%	-3%	9%	-3%	6%	27%	2	10%
Cc1ccc(-c2nc3ccc(Cl)cn3c2Nc2ccccc2C)s1	.	.	.	.	0%	0%	-6%	1	.
CC12CCC(=O)N1C(C(=O)Nc1ccc(SC(F)F)cc1)CS2 (configuration not stated)	-12	-2%	-3%	4%	-4%	-9%	1%	0	-2%
COCC(C)n1c(C)cc(C(=O)COC(=O)CCc2nc3ccccc3c(=O)[nH]2)c1C (configuration not stated)	-18	-12%	0%[1.84 µM]	-25%	-2%	6%	10%	-1	-6%
Cc1[nH]c(-c2ccc(F)cc2)cc1C(=O)N1CCN(c2ccccc2)CC1	-56*	-28%	-3%	?	1%	-26%	-19%	2	-21%
O=C(CSc1nc2[nH]c(=O)[nH]c(=O)c2s1)Nc1cccc(F)c1	10	2%	-8%	9%	-15%	12%	-6%	0	0%
Cc1nc(=O)c(-c2ccccc2)c(C)n1-c1ccccc1C(=O)O	25	-4%	-1%	16%	10%	-1%	-8%	1	5%
CCCCn1c(N)c(N(CC(C)C)C(=O)C2CCN(C(=O)c3ccc(Cl)cc3)CC2)c(=O)[nH]c1=O	14	4%	-7%	2%	4%	?	1%	-3	1%
COc1cc(C(=O)NC(=S)N(CCC#N)Cc2cccnc2)cc(OC)c1OC	9	0%	-8%	-1%	-7%	14%	17%	5	0%
CCN(CC(=O)NCCc1ccccc1)S(=O)(=O)c1ccccc1	5	2%	20%	-5%	-2%	5%	-28%	-3	8%
CCOc1ccc(C(=O)NCCS(=O)(=O)N2CCN(c3cccc(Cl)c3)CC2)cc1	.	.	.	.	-4%	0%	-1%	-11	.
CC(C)c1ccc2c(c1)C1(NN=C(c3ccccc3)S1)C(=O)N2 (configuration not stated)	-13	26µM*	8.2µM*	1.3µM*	?	?	-26%	-10	?
O=C(c1ccc(Cl)c(NC2=NC3CS(=O)(=O)CC3S2)c1)N1CCN(c2ccc(F)cc2)CC1 (configuration not stated)	0	14%	-1%	0%	22%	1%	10%	4	0%
N#Cc1ncc(C(F)(F)F)cc1Oc1cccnc1	14	3%	6%	1%	-1%	-1%	-3%	-4	-1%
COCCn1cc(C(=S)N2CCCCC2)c2ccccc21	-19	3%	10%	-44%[inhibitor]	-20%	-6%	-24%	-3	-4%
N/C(=N\OC(=O)c1ccoc1)c1ccc(Br)cc1	22	15%	2%	-3%	10%	9%	14%	4	18%
C#CCNC(=O)/C=C/c1ccc(C)cc1	-20	0%	-21%	4%	6%	12%	?	6	0%
O=C(COC(=O)CCc1ccccc1)NC1CCS(=O)(=O)C1 (configuration not stated)	-4	0%	-11%	-1%	17%	-8%	5%	5	2%
Additional results follow.
SMILES	IL1B secr inh	HT1080NT lethal	SW480 rereplic	MCF10A rerep	HEK293 tox	KB-3-1 cytotox	KB-V1 cytotox	DRD3 agonist	HT1080 IDH1KD tx
O=C(NCC(c1ccco1)N1CCN(c2ccccc2F)CC1)OCc1ccccc1 (configuration not stated)	-11	0%	-2%	20%	4%	-3%	?	-2	2%
COc1cc2nnn(-c3ccncc3)c2cc1OC	-22	0%	.	.	7%	4%	-1%	5	10%
Cc1cccn2c(=O)c(C(=O)NC3CCCCC3)c(O)nc12	-3	5%	-1%	-3%	7%	?	?	2	0%
CC(=O)c1c(C)oc2c1cc(NS(=O)(=O)c1ccc(C(C)(C)C)cc1)c1ccccc12	.	.	.	.	-9%	-6%	0%	3	.
O=C(COC(=O)c1ccc(OC(F)F)cc1)NCCC1=CCCCC1	-5	7%	-9%	5%	-10%	?	?	-5	2%
c1ccc(Cc2c(-c3ccco3)nc3c4ccccc4ccn23)cc1	-22	?	.	.	-29%	-24%	-26%	6	?
CC(C)Oc1ccc(C(=O)Nc2ccccc2N2CCOCC2)cc1	3	-4%	-3%	?	3%	-12%	-27%	-2	-9%
Cc1ccc(S(=O)(=O)CCC(=O)OCC(=O)NC(N)=O)cc1	0	?	-4%	2%	-11%	6%	22%	2	16%
COc1ccccc1-c1nc2ccccc2nc1-c1ccccc1OC	8	8%	?	-46%[inhibitor]	-21%	-12%	?	-1	2%
COC(=O)c1ccc(NS(=O)(=O)c2cc3c4c(c2)CCN4C(=O)CC3)cc1	-8	3%	-99%[inhibitor]	6%	7%	3%	9%	10	-3%
O=C(c1ccc(CS(=O)(=O)c2ccc(Br)cc2)o1)N1CCN(c2ccc(F)cc2)CC1	-8	12%	26%	15%	-10%&-4%	?	-15%&-9%	0&-16	0%
CC(C)C[C@H](N)c1nnc(S(=O)(=O)Cc2cccc(F)c2)o1	?	?	17%	?	-14%	4%	1%	-12	?
OC(CNCCNc1ncccc1C(F)(F)F)COc1ccc(F)cc1 (configuration not stated)	-82*	-26%	-9%	-2%	-12%	-19%	-12%	-33	?
O=C(c1cc(=O)[nH]c2ccccc12)N1CCc2ccccc2C1	26	-8%	-2%	4%	0%[0.307 µM]	11%	-17%	-5	-7%
COc1ccc(Br)cc1CNC(=O)c1cc2n(n1)CCCN(Cc1ccc(C)cc1)C2=O	.	.	.	.	-7%	-8%	4%	1	.
Cn1c(NC(=O)C[n+]2cc(-c3ccc(Cl)c(Cl)c3)n3c2CCC3)cc(=O)n(C)c1=O	-16	13%	1%	1%	-1%	?	-9%	-6	10%
Clc1c(-c2nnc3n2CCCCC3)sc2ccccc12	-5	9%	1%	-3%	2%	-3%	-1%	-1	5%

Given in markdown: part of the list above.
| SMILES | IL1B secr inh | HT1080NT lethal | SW480 rereplic | MCF10A rerep | HEK293 tox | KB-3-1 cytotox | KB-V1 cytotox | DRD3 agonist | HT1080 IDH1KD tx |
| --- | --- | --- | --- | --- | --- | --- | --- | --- | --- |
| COc1ccc(/C=C(\C#N)C(=O)OCC(=O)N2CC(C)OC(C)C2)cc1 (configuration not stated) | -12 | 18% | -3% | -2% | -10% | -2% | 0% | 8 | 0% |
| CCCC(=O)Nc1ccc(C(=O)COC(=O)C2CC2)cc1 | -9 | -1% | -2% | -9% | 4% | -5% | 12% | -4 | -6% |
| CCN1CCN(S(=O)(=O)c2ccc(Cl)c(C(=O)N(C)Cc3ccc(C(C)(C)C)cc3)c2)CC1 | -1 | ? | -4% | 23% | 5% | ? | -19% | -22 | ? |
| CCC(=O)N1CCN(c2ccc(NC(=O)COc3ccccc3[N+](=O)[O-])cc2)CC1 | ? | -5% | -8% | 0% | -24% | ? | ? | 0 | -10% |
| CC1(C)CC(=O)c2cnc(NC(=O)c3ccco3)nc2C1 | 6 | 23% | 2% | -1% | -14% | 4% | 29% | 3 | 23% |
| CN(CCCS(=O)(=O)[O-])c1ccc(/C=C/c2ccc3ccccc3[n+]2C)cc1 | 10 | 1% | -5% | -2% | -10% | ? | -1% | 4 | -3% |
| Cc1ccc(N(CCC#N)C(=O)COC(=O)c2cc(C)oc2C)cc1 | -13 | -1% | -8% | 0% | -14% | 6% | -26% | 5 | 18% |
| CCCc1[nH]nc2c1C(CCC)C(C#N)=C(N)O2 (configuration not stated) | 4 | 11% | -3% | 9% | -3% | 6% | 27% | 2 | 10% |
| Cc1ccc(-c2nc3ccc(Cl)cn3c2Nc2ccccc2C)s1 | . | . | . | . | 0% | 0% | -6% | 1 | . |
| CC12CCC(=O)N1C(C(=O)Nc1ccc(SC(F)F)cc1)CS2 (configuration not stated) | -12 | -2% | -3% | 4% | -4% | -9% | 1% | 0 | -2% |
| COCC(C)n1c(C)cc(C(=O)COC(=O)CCc2nc3ccccc3c(=O)[nH]2)c1C (configuration not stated) | -18 | -12% | 0%[1.84 µM] | -25% | -2% | 6% | 10% | -1 | -6% |
| Cc1[nH]c(-c2ccc(F)cc2)cc1C(=O)N1CCN(c2ccccc2)CC1 | -56* | -28% | -3% | ? | 1% | -26% | -19% | 2 | -21% |
